# Screens from PubChem BioAssay.
# HTT cytoprotect = qHTS Multiplex Assay to Identify Dual Action Probes in a Cell Model of Huntington: Cytoprotection (ATP); PC12 HTT-Q103 induced, cytoprotection, ATP luminescence, 40 h; 0.14% of 230,000 active; Potency, µM (highest dose often 56.4 µM), for the others: cytoprotection (ATP increase), hits mostly activators;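 further: % of control where 0% means no effect; nearly all actives have a fitted effect of over 45% in size; toxic huntingtin expression switched on by the ecdysone agonist tebufenozide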
#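 PC12 cells with ecdysone-inducible HTT exon 1 Q103-GFP, induced with 100 nM tebufenozide and co-treated with library compounds in a dose series (1536-well, 1500 cells/well). Cytoprotection read as ATP content by ATPlite luminescence.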
# Tau fibril ThT = qHTS for Inhibitors of Tau Fibril Formation, Thioflavin T Binding. Microtubule-associated protein tau (Homo sapiens), P10636. recombinant tau K18 P301L, heparin-induced fibrillization, ThT fluorescence. Potency, µM (doses to about 57.4 µM), without a hit: top-dose activity, negative = inhibition, hits mostly inhibitors. 2.1% of 270,000 active; further: on the % scale 0 is the no-effect control and ±100 the full control effect; nearly all actives have a fitted effect of over 55% in size
# Target sequence (P10636 561-689 P618L limits assumed): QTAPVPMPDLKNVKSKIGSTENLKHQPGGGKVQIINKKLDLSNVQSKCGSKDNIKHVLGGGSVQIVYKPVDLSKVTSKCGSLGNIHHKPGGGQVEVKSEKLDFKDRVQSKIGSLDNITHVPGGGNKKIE
#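 Recombinant human tau K18 fragment […] carrying P301L, 15 uM unlabeled plus 0.24 uM Alexa 594-labeled, was fibrillized with 20 uM heparin in 100 mM sodium acetate pH 7 for 6 hr at 37 C; 30 uM ThT fluorescence read after 1 hr.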
# Tau FP inhib = qHTS for Inhibitors of Tau Fibril Formation, Fluorescence Polarization; K18 P301L tau heparin fibrillization, Alexa594 FP, 6 h; Potency, µM (top dose mostly 57.7 µM), for inactives: at the highest dose activity, negative = inhibition, most hits filed as inhibitors; 0.39% of 280,000 active; further: on the % scale 0 is the no-effect control and ±100 the full control effect; nearly all actives have a fitted effect of over 55% in size
#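 Compound effects on tau fibrillization are measured by Alexa 594 fluorescence polarization (ex 555, em 632 nm). K18 P301L tau is used at 15 uM with 0.24 uM labeled tracer, and 20 uM heparin induces aggregation over 6 hr at 37 C.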
# Tau fluor counter = Counterscreen qHTS for Inhibitors of Tau Fibril Formation, Fluorescence Polarization; tau K18 P301L Alexa594 fluorescence, heparin fibrillization; Potency, µM (top dose mostly 57.7 µM), for inactives: at the top dose activity change, negative = decrease; 0.93% of 280,000 active; AID 1463, 2008; further: on the % scale 0 is the no-effect control and ±100 the full control effect; nearly all actives have a fitted effect of over 55% in size
#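 Human tau K18 P301L (15 uM unlabeled, 0.24 uM Alexa 594-labeled) in 100 mM sodium acetate pH 7 with 20 uM heparin, 6 hr at 37 C. ThT 30 uM added, 1 hr ambient; Alexa 594 FP and total fluorescence read at 555/632 nm.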
# GAA inhib = qHTS Assay for Inhibitors of Human alpha-Glucosidase as a Potential Chaperone Treatment of Pompe Disease. Lysosomal alpha-glucosidase (Homo sapiens), P10253. purified human GAA, 4-MU-alpha-glucoside fluorescence. Potency, µM (series often up to 76.9 µM), for inactives: at the top dose activity change, negative = inhibition, hits mostly inhibitors. 0.005% of 200,000 active. AID 1466, 2008;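 further: plate controls were uninhibited enzyme wells for no effect and no-enzyme background for full effect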
#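 qHTS format, compound range up to 77 uM. Human lysosomal enzyme at 4 nM, 400 uM 4-MU glucoside substrate, pH 5.0, 20 min room temperature; fluorescence after alkaline stop gives activity normalized to controls.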
# GAA glycogen mod = qHTS Assay for Inhibitors and Activators of Human alpha-Glucosidase Cleavage of Glycogen. Lysosomal alpha-glucosidase (Homo sapiens), P10253. recombinant GAA, glycogen substrate, Amplex Red glucose oxidase fluorescence. Potency, µM (top dose mostly 76.4 µM), for the others: at the top dose activity change, negative = inhibition, most hits filed as inhibitors. 0.38% of 300,000 active. AID 2100, 2009;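 further: 0% = full enzyme reaction and -100% = no-enzyme basal signal; the screen sought inhibitors and activators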
#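 Recombinant human alpha-glucosidase (4 nM final) hydrolysed bovine liver glycogen (30 ug) for 40 min at 37 C in pH 5.0 citrate/phosphate with 0.01% Tween-20. Released glucose detected by glucose oxidase/Amplex Red, Ex 573/Em 610 nm. Compounds up to 77 uM; AC50 from Hill fits.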
# aGal spleen mod = qHTS Assay for Inhibitors and Activators of Human alpha-Galactosidase From Spleen Homogenate | Alpha-galactosidase A (Homo sapiens), P06280 | human spleen homogenate, 4MU-alpha-Gal fluorescence, 40 min | Potency, µM (doses to about 80 µM), for the others: at the highest dose activity change, negative = inhibition, usual class: inhibitors | 0.008% of 240,000 active;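 further: 0% = enzyme with vehicle and -100% = no enzyme basal signal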
# Target sequence (P06280 32-429 limits assumed): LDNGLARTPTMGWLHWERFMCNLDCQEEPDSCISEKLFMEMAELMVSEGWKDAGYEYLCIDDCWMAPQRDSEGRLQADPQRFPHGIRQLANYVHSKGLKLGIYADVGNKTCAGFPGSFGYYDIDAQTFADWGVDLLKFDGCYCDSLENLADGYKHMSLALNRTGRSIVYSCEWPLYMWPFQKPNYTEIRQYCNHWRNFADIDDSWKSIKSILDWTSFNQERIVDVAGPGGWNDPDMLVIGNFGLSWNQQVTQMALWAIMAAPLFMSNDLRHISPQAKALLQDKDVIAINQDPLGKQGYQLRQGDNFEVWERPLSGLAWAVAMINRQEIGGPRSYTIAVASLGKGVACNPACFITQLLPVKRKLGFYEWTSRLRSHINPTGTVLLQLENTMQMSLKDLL
#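 Inhibition or activation of alpha-galactosidase in human spleen homogenate is scored by 4-MU fluorescence after 40 min at 37C, pH 5.0, with 1 mM substrate. AC50s come from concentration-response fitted to the Hill equation.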
# GAA spleen mod = qHTS Assay for Inhibitors and Activators of Human alpha-Glucosidase From Spleen Homogenate; human spleen homogenate, 4-MU-alpha-glucoside fluorescence; Potency, µM (top dose mostly 79.9 µM), for the others: top-dose activity change, negative = inhibition, actives largely listed as inhibitors; 0.006% of 240,000 active;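 further: 0% = enzyme with vehicle and -100% = no enzyme basal signal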
#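 Human spleen homogenate (1 ug) with 4-methylumbelliferyl-alpha-D-glucopyranoside (1 mM final) in 50 mM citrate/phosphate pH 5.0, 0.01% Tween-20; 40 min at 37 C. Stopped at pH 10; 4-MU fluorescence Ex 365/Em 440 nm; AC50 by Hill fit.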
# Starred values were filed as active, the others as inactive; ? = inconclusive; . = no result given; & = joins results of further samples; [ ] = another dose, or the depositor's remark. The call rests on the fitted dose curve; in most records, active means well fitted curve in the direction sought with a large enough effect; inconclusive means small, poorly fitted or top-dose-only effect, or another doubt; inactive means no such curve, though single readings can be large; an effect the other way counts as inactive or inconclusive. Potency means the concentration at half of the fitted maximal effect. Random draw from the library (roughly 3.3% active in at least one column).
SMILES,HTT cytoprotect,Tau fibril ThT,Tau FP inhib,Tau fluor counter,GAA inhib,GAA glycogen mod,aGal spleen mod,GAA spleen mod
CC(=O)N(CC1CCCO1)C1(C(=O)NC2CCCC2)CCCCC1 (configuration not stated),16%,-5%,8%,0%,-12%,-5%,-5%,-4%
COc1ccc(C(=O)NC(=S)NC2CCSC2=O)cc1 (configuration not stated),.,-12%,4%,-5%,8%,7%,-4%,-6%
C=CCN1CCN(C(CC(C)C)c2nnnn2CCOC)CC1 (configuration not stated),0%,-7%,7%,-6%,0%,12%,-3%,-7%
Cc1cc(C(=O)COC(=O)c2ccc(N)cc2)c(C)n1-c1c(C)n(C)n(-c2ccccc2)c1=O,8%[10 µM],-3%,9%,12%,9%,-14%,9%,2%
CCCCC[C@H](O)C/C=C1/C(=O)C=C[C@@H]1C/C=C\CCCC(=O)O,11µM*,?,-14%&-13%,3%&-19%,.,.,-20%&-20%,-2%&3%
O=C(N/N=C/c1ccccc1Cl)c1nc2ccc([N+](=O)[O-])cc2c(=O)[nH]1,14%,10µM*,1%,?,-7%,11%,-15%,1%
C/C(NCc1cccnc1)=C(\C#N)C(=O)NCc1ccccc1,-11%,-1%,12%,5%,2%,-4%,-3%,5%
CCOC(=O)C(NC(=O)NCc1ccc(F)cc1)(OCC)C(F)(F)F (configuration not stated),19%[10 µM],0%,-1%,8%,3%,-6%,-10%,-4%
O=C(CCc1nnc(CCCCc2ccccc2)o1)NCc1cccc(F)c1,-10%[10 µM],-3%,7%,1%,?,-10%,-3%,2%
CCCCNC(=O)CN1CCC2(O)CCCCC2C1c1ccccc1OC (configuration not stated),-9%,-8%,-5%,-4%,1%,-9%,-1%,1%
O=C(c1ccc(CSc2nc3ccncc3[nH]2)cc1)N1CCN(c2cccc(Cl)c2)CC1,.,-19%,-15%,?,-6%,-7%,5%,0%
N/C(CN1CCCC1=O)=N\OC(=O)c1ccc(Cl)c(Cl)c1,-9%[1.9 µM],-4%,4%,-6%,0%,10%,2%,-18%
COc1ccc(-c2cc(C(=O)NCc3ccccc3)no2)cc1OC,11%,-7%,2%,-3%,-6%,-12%,3%,2%
COc1ccc(CCNC(=O)c2ccc(CS(=O)(=O)Cc3cccc(C)c3)o2)cc1OC,.,-7%,-5%,-10%,.,-14%[76.3 µM],.,.
OC1(c2ccc3c(c2)OCO3)CCN(Cc2ccc(F)cc2)CC1,2%[10 µM],-3%,-7%,-5%,.,5%,2%,6%
Cc1nc2ccccn2c1C(=O)N/N=C/c1ccc2c(c1)OCO2,.,-11%,5%,-9%,-11%,3%,0%,-7%
NNC(=O)Cn1c(COc2ccc(Cl)cc2)nc2ccccc21,-16%[10 µM],5%,9%,8%,-10%,5%,3%,-13%
COCCNC(=O)CC(NS(=O)(=O)c1ccc(C)cc1)c1ccco1 (configuration not stated),-11%,-1%,5%,1%,0%,4%,-1%,-5%
BrC(=C\c1ccccc1)/C=N/N1CCN(Cc2ccccc2)CC1,?,?,10%,-17%,1%,-5%,10%,7%
CNC(=S)N(Cc1ccco1)Cc1cc2cc(OC)ccc2[nH]c1=O,?,-5%,-14%[2.34 µM],-8%,-7%,-4%,9%,2%
O=c1nc2sc3ccccc3n2c(=O)n1-c1ccc(Cl)cc1,-125%[inhibitor],15%,?,-24%,?,-2%,-3%,7%
Cn1nnnc1SCC(=O)Nc1ccccc1-c1ccccc1,1%,-9%,-2%,-8%,-11%,1%,-2%,-1%
Cc1ccc(CNC(=O)CCNS(=O)(=O)c2cccc3nsnc23)cc1,.,-4%,-7%,-11%,.,-2%[76.3 µM],.,.
O=C(O)C1C2CCCCC2=C2CCCCC2C1C(=O)c1ccccc1 (configuration not stated),-4%[10 µM],-5%,-16%,0%,-3%[15.4 µM],0%,0%,-16%
CNC(=S)NNC(=O)c1oc2nc(-c3ccccc3)cc(-c3ccco3)c2c1N,-1%[10 µM],.,.,.,.,-16%,1%,-3%
CC(=O)c1c(C)[nH]c(C(=O)NCc2ccccc2Cl)c1C,3%,-7%,-4%,-13%,-4%,4%,-12%,-2%
CC1(C)Cc2c(sc3nc(C4CC4)n(N)c(=O)c23)CO1,-8%[10 µM],-11%,-2%,-8%,.,-8%,-2%,-4%
O=C(CSc1nnc(NC2CCCCC2)s1)NCc1ccco1,-36%[inhibitor],2%,3%,8%,11%,4%,-11%,0%
CC(C)CNC(=O)COC(=O)c1ccc([N+](=O)[O-])cc1Cl,31%[10 µM],-6%,-7%,-2%,-4%,1%,-1%,1%
O=C(COc1ccc(Br)cc1Cl)c1ccc[nH]1,-13%,-16%,3%,-18%,-8%,-9%,-4%,.

# Three entries already listed, arranged by SMILES length, smallest number first:
SMILES,HTT cytoprotect,Tau fibril ThT,Tau FP inhib,Tau fluor counter,GAA inhib,GAA glycogen mod,aGal spleen mod,GAA spleen mod
O=C(COc1ccc(Br)cc1Cl)c1ccc[nH]1,-13%,-16%,3%,-18%,-8%,-9%,-4%,.
O=c1nc2sc3ccccc3n2c(=O)n1-c1ccc(Cl)cc1,-125%[inhibitor],15%,?,-24%,?,-2%,-3%,7%
O=C(O)C1C2CCCCC2=C2CCCCC2C1C(=O)c1ccccc1 (configuration not stated),-4%[10 µM],-5%,-16%,0%,-3%[15.4 µM],0%,0%,-16%

# Carrying on:
SMILES,HTT cytoprotect,Tau fibril ThT,Tau FP inhib,Tau fluor counter,GAA inhib,GAA glycogen mod,aGal spleen mod,GAA spleen mod
Cc1ccc(NC(=O)CCSc2nnnn2-c2ccc3c(c2)OCO3)cc1C,5%[10 µM],-17%,0%,?,-8%,1%,-3%,-14%
O=C(Cn1cnnn1)Nc1cccc(S(=O)(=O)N2CCCCC2)c1,.,5%,3%,-1%,-4%,-7%,8%,-5%
CCSc1oc(-c2cccs2)nc1S(=O)(=O)c1ccccc1,-7%[10 µM],?,-14%,?,-4%,-6%,3%,-2%
COc1ccc(CCCc2nnc(SCC(=O)Nc3cc(F)ccc3C)o2)cc1,.,?,-3%,?,.,0%[76.3 µM],.,.
COc1ccc(N(CC(=O)NCc2ccc(F)cc2)S(=O)(=O)c2c(C)n[nH]c2C)cc1,.,1%,-1%,-8%,.,5%&18%[76.3 µM],.,.
COc1ccc(C(C)=O)cc1COc1ccc([N+](=O)[O-])c(C)c1,.,-16%,-8%,-25%,?,-6%,3%,-10%
CC(O)C(NS(=O)(=O)c1ccc(Cl)cc1)C(=O)OCC(=O)c1c[nH]c2ccccc12 (configuration not stated),-20%,1%,-7%,-15%,5%,19%,-20%,-1%
CCn1c(=N)n(CC(O)c2cccs2)c2ccccc21 (configuration not stated),-12%[10 µM],-10%,-4%,-14%,-1%,11%,-2%,-3%
CCOc1ccc2[nH]c(=O)c(CN(CCO)C(c3nnnn3C3CCCCC3)C(C)C)cc2c1 (configuration not stated),-14%,-11%,1%,3%,1%,6%,-11%,-9%
CC(Oc1ccc(Cl)cc1Cl)c1nc(-c2ccc(NC(=O)c3ccncc3)cc2)no1 (configuration not stated),-19%[10 µM],-3%,3%,-1%,4%,7%,-5%,-1%
CCOC(=O)C1(C(=O)O)NC(=O)CC1c1ccccc1 (configuration not stated),-11%,-3%,2%,-2%,6%,4%,4%,?
COc1ccc(OC)c(/C=N\NC(=O)c2ccc(=O)n(C)c2)c1,10%[1.9 µM],-9%,2%,-2%,-4%,-1%,-3%,-5%
COc1cc2c(cc1OC)C(C(=O)Nc1ccc3c(c1)OCCO3)C(c1cccnc1)N(C)C2=O (configuration not stated),3%,-2%,2%,3%,?,2%,3%,9%
Cc1cc(C)c(C#N)c(SCC(=O)c2ccccc2)n1,19%[10 µM],?,4%,-28%,2%,7%,3%,5%

# Filtered by structure: the compounds so far with an NH in an aromatic ring (8)
SMILES,HTT cytoprotect,Tau fibril ThT,Tau FP inhib,Tau fluor counter,GAA inhib,GAA glycogen mod,aGal spleen mod,GAA spleen mod
O=C(N/N=C/c1ccccc1Cl)c1nc2ccc([N+](=O)[O-])cc2c(=O)[nH]1,14%,10µM*,1%,?,-7%,11%,-15%,1%
O=C(c1ccc(CSc2nc3ccncc3[nH]2)cc1)N1CCN(c2cccc(Cl)c2)CC1,.,-19%,-15%,?,-6%,-7%,5%,0%
CNC(=S)N(Cc1ccco1)Cc1cc2cc(OC)ccc2[nH]c1=O,?,-5%,-14%[2.34 µM],-8%,-7%,-4%,9%,2%
CC(=O)c1c(C)[nH]c(C(=O)NCc2ccccc2Cl)c1C,3%,-7%,-4%,-13%,-4%,4%,-12%,-2%
O=C(COc1ccc(Br)cc1Cl)c1ccc[nH]1,-13%,-16%,3%,-18%,-8%,-9%,-4%,.
COc1ccc(N(CC(=O)NCc2ccc(F)cc2)S(=O)(=O)c2c(C)n[nH]c2C)cc1,.,1%,-1%,-8%,.,5%&18%[76.3 µM],.,.
CC(O)C(NS(=O)(=O)c1ccc(Cl)cc1)C(=O)OCC(=O)c1c[nH]c2ccccc12 (configuration not stated),-20%,1%,-7%,-15%,5%,19%,-20%,-1%
CCOc1ccc2[nH]c(=O)c(CN(CCO)C(c3nnnn3C3CCCCC3)C(C)C)cc2c1 (configuration not stated),-14%,-11%,1%,3%,1%,6%,-11%,-9%
